TROY signal inh = inhibitors of TROY-driven NF-kB signaling, primary screen, Q293 LMP1-TROYcd cells, NF-kB luciferase, uHTS; Q293 LMP1-TROYcd NF-kB luciferase reporter, 4 h; inhibition, % at 10 µM; 0.98% of 360,000 active;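 active = compounds whose plate-normalised and pattern-corrected inhibition of the luciferase reporter signal at the single screening dose is 50% or more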
TWEAK-Fn14 inh = inhibitors of TWEAK-Fn14 signaling, primary screen, luciferase reporter cells, uHTS; TWEAK-stimulated Fn14 reporter cells, luciferase luminescence, 8 h; inhibition, % at 10 µM; 2% of 360,000 active; in the data active = inhibition above about 50%
CF NFkB inh = inhibitors of PAF-induced NF-kB signaling, primary screen, cell-based, GFP fluorescence, uHTS; inhibition, % at 5 µM; 0.86% of 360,000 active; AID 588850, 2011; KKLEB NF-kB-GFP reporter, GFP fluorescence overnight;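 active = at least 50% inhibition at 5 µM, scaled per plate between neutral and stimulator controls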;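 note: PAF is a Pseudomonas aeruginosa culture filtrate used as stimulus; plate controls were PAF-stimulated DMSO wells for no effect and unstimulated DMSO wells for full effect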
HIF-2a inh = HIF-2a reporter inhibitors, primary screen, luminescence, 786-0 RCC cells. inhibition, % at 18.8 µM. 786-0 RCC cells HIF-2a reporter, luciferase luminescence, overnight. AID 624352, 2012. 0.72% of 360,000 active;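 active = inhibition of the luminescence signal of 40% or more relative to plate controls, in a single-dose primary screen at 18.75 µM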
NR2E3 ag-1 = inhibitors of NR2E3-RetCOR corepressor binding, primary screen, NR2E3 agonist project, biochemical, TR-FRET, GST-NR2E3, biotin-RetCOR; Photoreceptor-specific nuclear receptor (Homo sapiens), Q9Y5X4; 1536-well; inhibition of corepressor binding, % at 4.78 µM; 0.12% of 320,000 active; AID 2300, 2010;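 active = percent inhibition above the cutoff of mean plus 3 SD of all tested compounds, set per screening campaign, cut at about 20% in these data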;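 note: 0% = DMSO wells and 100% = biotin wells as full block of FRET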
Target sequence (Q9Y5X4 whole entry, looked up): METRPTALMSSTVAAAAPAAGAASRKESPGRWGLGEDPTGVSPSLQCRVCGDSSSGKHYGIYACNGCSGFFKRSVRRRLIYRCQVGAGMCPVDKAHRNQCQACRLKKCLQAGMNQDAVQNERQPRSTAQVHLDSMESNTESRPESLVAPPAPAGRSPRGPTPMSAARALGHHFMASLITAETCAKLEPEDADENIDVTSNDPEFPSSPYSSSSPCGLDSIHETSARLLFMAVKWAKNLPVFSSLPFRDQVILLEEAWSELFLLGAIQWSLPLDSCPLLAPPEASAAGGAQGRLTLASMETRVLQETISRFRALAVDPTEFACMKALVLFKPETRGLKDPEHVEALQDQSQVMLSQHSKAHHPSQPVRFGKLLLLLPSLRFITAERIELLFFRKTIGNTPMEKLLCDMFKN
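Material: NR2E3–RetCOR corepressor complex / Incubation: Compound–protein incubation for 5 h at 4 °C / Dosing: compound at 4.8 µM, single dose / Detection: time-resolved FRET / Benchmarks: high control biotin, low control 0.6% DMSO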
C8 TRAIL sens = viability loss with TRAIL in NB7+C8 cells, primary screen, TRAIL sensitizer project, cell-based, ATPlite luminescence; inhibition (viability loss, TRAIL sensitization), % at 10 µM; 1% of 360,000 active;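 active = compounds causing at least 50% loss of cell viability in the single-dose screen, relative to plate controls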
NR2E3 ag-2 = NR2E3 agonists in two-hybrid cells, primary screen, cell-based, luminescence, CHO-S, Gal4-NCOR/VP16-NR2E3 | Photoreceptor-specific nuclear receptor (Homo sapiens), Q9Y5X4 | luciferase | inhibition of corepressor binding, % at 3.98 µM | 0.35% of 360,000 active | AID 602229, 2012;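 active = inhibition above the mean of all tested compounds plus 3 SD, cut at about 70% in these data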;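 note: 0% = DMSO with NR2E3 transfected cells and 100% = cells lacking NR2E3 construct; higher means lower luciferase signal from less NR2E3 corepressor binding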
Shn3 3UTR inh = reduction of Shn3 3'UTR firefly luciferase signal, primary screen, Schnurri-3 inhibitor project, cell-based, Clone20 osteoblasts, set 2. Clone20 osteoblast Shn3 3'UTR firefly luciferase, 24 h. inhibition, % at 12.5 µM. 0.52% of 360,000 active. AID 588674, 2011;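 active = mean inhibition of at least 75% with every replicate also reaching 75%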;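 note: 0% = median of neutral control wells and 100% = pilot-screen positive control compound; some compounds past the cut are filed as inactive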
Peg3 prom inh = Peg3 promoter-driven luciferase inhibitors, primary screen, cell-based, HeLa, luciferase luminescence; 1.7% of 360,000 active; inhibition, % at 20 µM; HeLa PEG-Prom luciferase reporter, overnight;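 active = inhibition of at least 50% at 20 µM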
KKLEB cytotox = cytotoxicity in KKLEB CF airway cells, primary screen, cytotoxicity control for CF NF-kB inhibitor project, cell-based, uHTS, fluorescence assay plates; 0.36% of 360,000 active; AID 602141, 2011; activity change (cytotoxicity), % at 5 µM; KKLEB CF airway cells viability, ATPlite luminescence, overnight; stronger effect = lower value; cells stimulated with P. aeruginosa culture filtrate;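 active = corrected activity change at or below -50% at 5 µM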
TRPM1 prom inh = inhibitors of MITF-dependent TRPM1 promoter reporter, primary screen, cell-based, SK-MEL-5, single point, luciferase; SK-MEL-5 TRPM1 promoter luciferase, 24 h; inhibition, % at 12.5 µM; 0.83% of 330,000 active;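 active = mean inhibition across replicates of 60% or more, whatever share of single replicates reaches that level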; note: values of inactives mirror those of a sister screen read the other way
Starred values were filed as active, the others as inactive; . = no result given. The list is partial; rates above refer to the full screens.

Sample of the layout, two compounds:
SMILES | TROY signal inh | TWEAK-Fn14 inh | CF NFkB inh | HIF-2a inh | NR2E3 ag-1 | C8 TRAIL sens | NR2E3 ag-2 | Shn3 3UTR inh | Peg3 prom inh | KKLEB cytotox | TRPM1 prom inh
CC1=C(C(=O)N(C)C)CC(CC(=O)NC2CCCCC2)C(=O)N1Cc1ccc(C(C)(C)C)cc1 (configuration not stated) | -3.7 | 4.1 | 27.2 | -0.5 | . | 12.4 | -26.2 | -5.8 | -3.8 | 0.1 | .
COc1ccc(OC)c(NC(=O)C(CCS(C)(=O)=O)NC(C)=O)c1 (configuration not stated) | 10.2 | -7.3 | -22.1 | 5.2 | 3.2 | 3.5 | -21.8 | -13.1 | -7.9 | -10.9 | -0.6

The listing, from the first entry:
SMILES | TROY signal inh | TWEAK-Fn14 inh | CF NFkB inh | HIF-2a inh | NR2E3 ag-1 | C8 TRAIL sens | NR2E3 ag-2 | Shn3 3UTR inh | Peg3 prom inh | KKLEB cytotox | TRPM1 prom inh
CC1=C(C(=O)N(C)C)CC(CC(=O)NC2CCCCC2)C(=O)N1Cc1ccc(C(C)(C)C)cc1 (configuration not stated) | -3.7 | 4.1 | 27.2 | -0.5 | . | 12.4 | -26.2 | -5.8 | -3.8 | 0.1 | .
COc1ccc(OC)c(NC(=O)C(CCS(C)(=O)=O)NC(C)=O)c1 (configuration not stated) | 10.2 | -7.3 | -22.1 | 5.2 | 3.2 | 3.5 | -21.8 | -13.1 | -7.9 | -10.9 | -0.6
O=C(NCCCO)c1c(O)c2cccc3c2n(c1=O)CCC3 | 13.8 | -11.4 | 6.4 | -13.1 | -1.7 | -7.0 | -26.8 | -18.3 | -0.7 | -1.3 | 16.9
CC(C)(C)C(=O)NC(=S)NNC(=O)C(c1ccccc1)c1ccccc1 | -4.3 | 3.7 | 17.0 | 23.2 | -0.9 | 4.5 | 32.7 | 16.7 | 15.6 | -12.9 | 15.2
Cc1cnc(C(=O)OCC(=O)c2ccc(C3CCCCC3)cc2)cn1 | 8.3 | -2.3 | -0.6 | -37.6 | 2.3 | 8.5 | -0.9 | -7.8 | -18.3 | -12.2 | -13.2
Cc1nn(C)c(C)c1/C=C(/C(=O)C(C)(C)C)n1cncn1 | -4.0 | 12.1 | 0.3 | 18.6 | 0.3 | 18.9 | 9.0 | -11.0 | 8.3 | -2.2 | 9.1
O=C(CSc1nc(O)cc(=O)n1-c1ccccc1)Nc1nc2ccccc2s1 | 63.5* | 41.1 | 3.7 | -126.0 | 3.5 | -3.6 | -6.7 | -5.4 | -19.2 | -3.0 | 6.2
CN(C(=O)c1cc(COc2ccc(F)c(F)c2)on1)C1CCOC1 (configuration not stated) | -36.2 | 23.4 | -6.4 | -73.5 | -1.8 | 15.4 | -59.4 | -16.7 | -89.7 | 3.5 | -16.2
O=C(CCCN1C(=O)C(c2ccccc2)Oc2cccnc21)NCCc1ccc(Cl)cc1 (configuration not stated) | 20.8 | 5.0 | 30.4 | 20.5 | 0.3 | -9.6 | 1.7 | 14.9 | 19.1 | -6.4 | 9.3
CCOC(=O)N1CCN(S(=O)(=O)c2ccc(F)c(C(=O)Nc3cccc(C)c3C)c2)CC1 | 4.5 | -5.9 | 8.0 | 11.8 | 1.9 | 7.3 | 14.8 | 6.9 | 0.9 | -6.9 | -6.9
Cc1ccc(-n2nc(C)c(C(=O)N3CCN(C(=O)c4ccco4)CC3)c2-n2cccc2)cc1 | 8.4 | -1.5 | -16.4 | 12.2 | 0.1 | -1.5 | -9.8 | -19.3 | 22.8 | 12.7 | 5.5
COC(=O)c1ccc(NC(=O)c2cc(-c3ccccn3)nc3ccccc23)cc1 | -7.9 | -24.0 | 13.0 | 7.4 | 0.3 | 5.5 | 27.1 | -4.5 | 48.9 | -18.0 | -3.2
COc1ccc(/C=N/Nc2cc(C)nc(-n3nc(C)cc3C)n2)c(OC)c1 | -15.2 | 12.3 | 18.4 | -6.3 | 1.6 | 54.5* | 64.5 | 80.1 | 20.2 | -0.3 | 59.9
CCN(CC)CCC(=O)N1c2ccccc2Sc2ccc(Cl)cc21 | -0.4 | -7.0 | -5.8 | -8.0 | 3.1 | 15.5 | 0.8 | -6.4 | -19.0 | -8.6 | 5.8
Fc1ccc(-c2n[nH]c(=S)n2/N=C/c2c[nH]c3ccccc23)cc1 | 8.7 | -1.5 | 1.3 | 24.9 | 2.2 | -9.5 | 12.0 | 0.7 | 27.8 | -3.5 | -6.5
COc1ccc([N+](=O)[O-])cc1NS(=O)(=O)c1ccc(C)cc1 | 7.0 | 1.1 | -9.6 | 18.4 | -1.4 | 8.2 | 0.6 | -4.7 | 19.9 | -1.5 | -7.1
O=C(Nc1nnc(SCc2ccccc2Cl)s1)c1cccc([N+](=O)[O-])c1 | 26.4 | -10.9 | 46.0 | -20.2 | -1.8 | 4.0 | -12.0 | -8.6 | 7.0 | -35.3 | 1.1
O=C(CSCc1ccccc1Cl)NN1C(=O)c2ccccc2C1=O | -11.5 | -2.9 | 13.4 | 8.7 | 2.5 | -18.9 | -13.5 | 3.9 | 17.0 | -4.4 | 5.9
CCOc1ccc(NC(=O)CSc2nnc(-c3ccoc3C)n2CC2CCCO2)cc1 (configuration not stated) | -10.5 | 5.3 | 3.2 | 8.9 | -0.3 | -8.8 | -18.9 | 8.5 | 17.5 | -2.7 | -4.7
CC(C)c1ccc(NC(=O)C2CC(=O)Nc3nc4ccccc4n32)cc1 (configuration not stated) | -4.9 | 0.9 | 1.7 | 14.9 | -0.5 | -4.2 | -5.0 | 8.1 | 20.2 | 4.5 | 1.2
CCOC(=O)c1c(N)nn(C(=O)C(C)(C)C)c1-c1ccccc1 | -5.1 | 2.8 | 10.5 | 5.3 | 2.8 | -11.1 | -0.7 | 15.1 | 3.8 | -7.0 | 8.1
Cc1c(C(=O)N/N=C/c2ccc(O)cc2)sc(=S)n1C | -3.8 | -7.2 | -2.0 | -14.7 | -1.5 | 17.1 | 2.4 | -4.0 | -7.8 | 3.4 | -4.6
COc1ccc2c(=O)c(-c3ccc(OC)c(OC)c3)coc2c1 | -52.0 | -12.0 | -7.9 | -267.1 | 3.9 | 30.2 | -73.7 | -97.5 | -298.0 | 2.9 | -90.2
O=C(O)c1cccc2c1C(=O)c1ccccc1C2=O | -2.1 | -6.5 | 2.7 | 12.6 | 2.1 | 3.6 | -1.0 | 15.5 | 12.6 | -1.3 | 2.9
O=S(=O)(NC1CCCC1)c1ccc(-n2cnnn2)cc1 | 2.3 | 13.4 | -18.3 | -0.5 | -1.1 | 6.8 | 2.8 | 12.2 | -5.0 | 1.8 | 11.1

Profiles, looked up by structure:
O=S(=O)(NC1CCCC1)c1ccc(-n2cnnn2)cc1 across the screens: TROY signal inh: 2.3; TWEAK-Fn14 inh: 13.4; CF NFkB inh: -18.3; HIF-2a inh: -0.5; NR2E3 ag-1: -1.1; C8 TRAIL sens: 6.8; NR2E3 ag-2: 2.8; Shn3 3UTR inh: 12.2; Peg3 prom inh: -5.0; KKLEB cytotox: 1.8; TRPM1 prom inh: 11.1
CCN(CC)CCC(=O)N1c2ccccc2Sc2ccc(Cl)cc21 across the screens: TROY signal inh: -0.4; TWEAK-Fn14 inh: -7.0; CF NFkB inh: -5.8; HIF-2a inh: -8.0; NR2E3 ag-1: 3.1; C8 TRAIL sens: 15.5; NR2E3 ag-2: 0.8; Shn3 3UTR inh: -6.4; Peg3 prom inh: -19.0; KKLEB cytotox: -8.6; TRPM1 prom inh: 5.8

Other results
SMILES | TROY signal inh | TWEAK-Fn14 inh | CF NFkB inh | HIF-2a inh | NR2E3 ag-1 | C8 TRAIL sens | NR2E3 ag-2 | Shn3 3UTR inh | Peg3 prom inh | KKLEB cytotox | TRPM1 prom inh
O=C(O)CCc1n[nH]c(=S)[nH]c1=O | 9.4 | -21.4 | 26.7 | 8.1 | 1.0 | 25.7 | -10.6 | 12.2 | 15.8 | -10.8 | -14.2
O=C(c1ccoc1)N1CCN(c2cc(-c3ccncc3)nc3cc(-c4cccc(Cl)c4)nn23)CC1 | -6.1 | 12.8 | 19.5 | -4.9 | . | 18.6 | -34.1 | 2.7 | 19.0 | -29.5 | .
CC1CCCC(C)N1/N=C/c1ccc(Cl)cc1 (configuration not stated) | -29.6 | -11.1 | 2.3 | -5.0 | 1.2 | 7.5 | -21.3 | -8.7 | 15.3 | -6.8 | -9.8
Brc1ccc(Nc2ncnc3[nH]ncc23)cc1 | -14.8 | 0.5 | 21.7 | -54.2 | 2.9 | 14.6 | -41.3 | 4.6 | 6.6 | -1.8 | .
O=C(CN1CCN(Cc2ccccc2)CC1)N/N=C/c1cccnc1 | -10.4 | 9.7 | -10.8 | 19.7 | -1.0 | -7.3 | -57.1 | 16.2 | 20.8 | -1.2 | 2.4
CN1CC(c2ccc(Cl)c(Cl)c2)[C@@]2(COc3ccccc3C2=O)[C@@]12C(=O)Nc1ccccc12 (some centres not stated) | 37.7 | 31.9 | 12.7 | 1.2 | 1.6 | 10.6 | -17.4 | -2.0 | 47.6 | 13.3 | 0.1
NC(=NC(=O)c1ccc(Cl)cc1)N1N=CCC1c1ccccc1 (configuration not stated) | -21.4 | 12.2 | 14.0 | 13.9 | -3.5 | -4.1 | 8.8 | 5.2 | 14.6 | 8.4 | 5.8
COc1ccc(OC)c(NC(=O)c2cc(S(=O)(=O)NCc3ccco3)ccc2F)c1 | 11.4 | -20.2 | 5.2 | 13.5 | 2.1 | -5.9 | 5.2 | -10.3 | 0.5 | -3.8 | -2.1
COc1ccc(CCNC(=O)COC(=O)c2cnc(Cl)c(Cl)c2)cc1 | -0.1 | 2.9 | 5.7 | -4.7 | . | -3.6 | -15.3 | 5.4 | -4.7 | 11.8 | 10.4
COCCNC(=O)CN(c1ccc(OC)c(OC)c1)S(=O)(=O)c1ccc(C)cc1 | -9.8 | -4.3 | 0.2 | 12.6 | -0.1 | 4.6 | 0.2 | 0.2 | 1.7 | 4.9 | -0.5
CCOc1ccccc1Oc1ccc(C(F)(F)F)cn1 | -2.1 | 9.8 | -15.2 | -12.6 | 5.1 | -5.2 | -18.4 | 7.0 | -2.1 | 6.5 | 26.5
O=C(Nn1cnc2ccccc2c1=O)c1ccc(Br)cc1 | -10.7 | -18.1 | 10.0 | -134.8 | 3.9 | -10.9 | -14.8 | -31.3 | -37.8 | -4.9 | 14.1
Cc1ccc(C(=O)CNc2ccc(C)cc2C)cc1 | -11.9 | 42.2 | -17.1 | -48.1 | -2.1 | -8.0 | 0.8 | -25.0 | -28.3 | 16.5 | 7.8
CC[C@]12c3[nH]c4ccccc4c3CCN1C(=O)C(CC(=O)NCCCOC)C[C@@H]2C(=O)N1CCN(C(=O)C2CC2)CC1 (some centres not stated) | -0.6 | 15.6 | 19.3 | 3.9 | . | -2.9 | -3.6 | -1.9 | -15.4 | 1.1 | -2.4
